LMP1 NFkB inh = Epstein-Barr LMP1 NF-kappaB reporter inhibition | LMP1-induced NF-kappaB luciferase reporter cells, luminescence | inhibition, % at 12.5 µM | AID 504558 | hit rate 0.69% among 350,000; in the data active = inhibition above about 41%; inconclusive = no clear call, values can overlap the other calls;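 note: 0% = neutral control wells and 100% = reference inhibitor control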
TROY signal inh = blocks TROY-dependent signaling in reporter cells. hit rate 0.98% among 360,000. inhibition, % at 10 µM. AID 1347056. Q293 LMP1-TROYcd NF-kB luciferase reporter, 4 h;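 active = compounds whose plate-normalised and pattern-corrected inhibition of the luciferase reporter signal at the single screening dose is 50% or more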
COUP-TFII inh = inhibitors of human COUP-TFII (NR2F2) | P24468 | HEK293T NGFI-A luciferase reporter, luminescence | inhibition, % at 8.6 µM | hit rate 0.7% among 370,000 | AID 686940;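 active = inhibition above a per-plate cutoff, mean inhibition of test wells between control levels plus 3 SD, cut at about 38% in these data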;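 note: cells cotransfected with COUP-TFII expression vector driving the NGFI-A reporter; 0% = median of COUP-TF2 test wells and 100% = reporter-only cells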
Vif imaging = HIV Vif inhibition. hit rate 0.35% among 340,000. HEK293T cells, Vif self-association by quenched fluorescence, imaging, 24 h. inhibition, % at 7.49 µM; in the data active = inhibition above about 50%, passing the limit was not always enough; inconclusive = no clear call, values can overlap the other calls; inactive = below about 31%; note: some results filed as inactive read as strong as hits
LRH-1 inv ag = inverse agonists of human LRH-1 (NR5A2); inhibition, % at 3.6 µM; HEK293T StAR-luciferase reporter, LRH-1 transfected, 24 h; hit rate 0.13% among 360,000;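 active = inhibition above the mean inhibition of all tested compounds plus 3 SD, cut at about 73% in these data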;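 note: 0% = DMSO wells and 100% = reporter-only cells lacking LRH-1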
SRC3 inh = inhibits human SRC3 coactivator; Q9Y6Q9; HEK293 GAL4-SRC3 luciferase reporter, luminescence; inhibition, % at 3.6 µM; hit rate 0.17% among 360,000;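 active = inhibition above a per-campaign cutoff, the mean of all compounds plus 3 SD, cut at about 60% in these data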;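 note: 0% = DMSO-treated cells and 100% = gossypol-treated cells at 36 µM; higher means less SRC3-driven luciferase light from the GAL4 reporter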
TRAIL sens C8 = sensitizes caspase-8 expressing cells to TRAIL. hit rate 1% among 360,000. NB7+C8 cells + TRAIL, ATPlite viability luminescence. inhibition (viability loss, TRAIL sensitization), % at 10 µM;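 active = compounds causing at least 50% loss of cell viability in the single-dose screen, relative to plate controls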
NOD2 RIPK2 PPI = inhibitors of human NOD2-RIPK2 interaction | inhibition, % at 4.98 µM | O43353 | hit rate 0.38% among 360,000 | CHO BLA complementation NOD2-RIPK2, CCF4 ratio; in the data active = inhibition above about 21%;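 note: 0% = vehicle only and 100% = reference blocker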
NCOA1 inh = inhibits human SRC1 coactivator; Q15788; HEK293 GAL4-SRC1 luciferase reporter, luminescence; inhibition, % at 3.6 µM; hit rate 0.12% among 360,000;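 active = inhibition above the campaign mean plus 3 SD, with each screening campaign given its own cutoff, cut at about 60% in these data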;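 note: 0% = DMSO treated cells and 100% = gossypol at 36 µM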
TLR9-MyD88 block = inhibitors of human TLR9-MyD88 binding | inhibition, % at 4.98 µM | CHO BLA complementation TLR9-MyD88, CCF4 FRET ratio | Q9NR96+Q99836 | hit rate 0.21% among 340,000;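 active = inhibition above the mean over all tested compounds plus 3 SD, cut at about 21% in these data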;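 note: 0% = DMSO only wells and 100% = clavulanate BLA inhibitor control wells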
Target sequence (Q99836 whole entry, looked up): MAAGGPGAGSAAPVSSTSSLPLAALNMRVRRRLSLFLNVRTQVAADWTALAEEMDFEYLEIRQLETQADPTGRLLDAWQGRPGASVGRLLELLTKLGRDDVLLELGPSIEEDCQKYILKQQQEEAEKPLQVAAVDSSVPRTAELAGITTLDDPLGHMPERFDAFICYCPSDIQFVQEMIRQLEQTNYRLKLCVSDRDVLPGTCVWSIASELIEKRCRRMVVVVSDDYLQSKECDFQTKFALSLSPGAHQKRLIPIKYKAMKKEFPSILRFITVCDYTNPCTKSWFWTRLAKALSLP
Target sequence (Q9NR96 whole entry, looked up): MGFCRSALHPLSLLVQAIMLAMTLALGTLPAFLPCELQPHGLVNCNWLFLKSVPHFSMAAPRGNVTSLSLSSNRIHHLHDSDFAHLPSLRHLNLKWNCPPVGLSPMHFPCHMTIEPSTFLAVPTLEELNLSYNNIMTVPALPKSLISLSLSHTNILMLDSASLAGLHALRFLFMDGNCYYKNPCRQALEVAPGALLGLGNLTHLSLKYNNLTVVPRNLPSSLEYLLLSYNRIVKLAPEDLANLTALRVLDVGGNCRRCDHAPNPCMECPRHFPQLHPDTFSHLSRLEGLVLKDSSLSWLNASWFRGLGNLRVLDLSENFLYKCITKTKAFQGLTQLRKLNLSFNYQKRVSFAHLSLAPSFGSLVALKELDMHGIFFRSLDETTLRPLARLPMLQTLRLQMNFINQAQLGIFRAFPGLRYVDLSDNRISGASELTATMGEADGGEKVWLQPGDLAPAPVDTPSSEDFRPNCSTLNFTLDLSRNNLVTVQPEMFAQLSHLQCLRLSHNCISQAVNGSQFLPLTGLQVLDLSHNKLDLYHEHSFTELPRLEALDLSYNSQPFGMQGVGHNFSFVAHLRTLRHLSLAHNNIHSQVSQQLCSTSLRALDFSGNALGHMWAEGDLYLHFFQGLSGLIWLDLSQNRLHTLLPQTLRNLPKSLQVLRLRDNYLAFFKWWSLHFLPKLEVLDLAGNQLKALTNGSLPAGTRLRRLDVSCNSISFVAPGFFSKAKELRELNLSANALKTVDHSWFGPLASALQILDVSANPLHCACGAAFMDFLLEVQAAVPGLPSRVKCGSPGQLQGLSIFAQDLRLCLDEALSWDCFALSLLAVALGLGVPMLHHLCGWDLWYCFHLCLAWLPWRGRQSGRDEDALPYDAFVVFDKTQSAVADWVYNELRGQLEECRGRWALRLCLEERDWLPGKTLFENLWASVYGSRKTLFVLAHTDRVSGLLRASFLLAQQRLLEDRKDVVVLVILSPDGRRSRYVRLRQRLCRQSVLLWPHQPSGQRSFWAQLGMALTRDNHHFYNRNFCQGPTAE
NCOA2 inhibitor = inhibits human steroid receptor coactivator 2. HEK293 GAL4-SRC2 luciferase reporter, luminescence. Q15596. hit rate 0.17% among 370,000. AID 651957. inhibition, % at 9 µM;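 active = inhibition above the mean inhibition of all tested compounds plus 3 SD, set per campaign, cut at about 52% in these data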;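 note: 0% = DMSO treated cells and 100% = cells given Gossypol at 36 µM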
Active calls of the source: *; ? = inconclusive; . = no result given. This is a subset. The share of hits here may be higher or lower than overall.

SMILES	LMP1 NFkB inh	TROY signal inh	COUP-TFII inh	Vif imaging	LRH-1 inv ag	SRC3 inh	TRAIL sens C8	NOD2 RIPK2 PPI	NCOA1 inh	TLR9-MyD88 block	NCOA2 inhibitor
COc1cc(/C=N/NC(=S)NC(C)C)ccc1OCC(=O)Nc1c(C)cc(C)cc1C	26	37	-9	-5	5	17	28	0	-10	-6	-6
C=CCSc1nc2ccccc2n1S(=O)(=O)c1ccc(C)cc1	-7	3	-2	1	-8	-3	-3	-6	-36	-8	-41
COc1cc(NC(=O)Cc2ccc(S(=O)(=O)N3CCOCC3)s2)c(OC)cc1Cl	1	-6	-3	-1	23	2	-7	-2	-24	4	-1
O=C(C1=C[C@@H]2[C@H]3C(=O)N(c4cccc(Cl)c4)C(=O)[C@H]3[C@@H](C(=O)c3ccc(Cl)cc3)N2C=C1)c1ccccc1	-7	0	.	21	14	18	-1	-1	-10	-3	.
COc1cc(C=NO)nc(-c2ccccn2)c1	57*	10	-23	-15	84*	86*	5	8	79*	-4	33
CS(=O)(=O)N1Cc2cc(C(=O)NCC3CCCCC3)nc(-c3cccc(-c4cccnc4)c3)c2[C@H]1CCO	.	1	2	.	-1	.	-8	3	.	.	26
Cc1cc(/C=C2\SC(=S)NC2=O)c(C)[nH]1	-6	4	-6	.	-22	-2	-5	-18	-10	-4	-13
COc1ccc(OCCCC(=O)OCC(=O)Nc2sccc2C(N)=O)cc1	-1	5	15	-5	-19	-7	3	-6	-17	-10	12
CCCCCCn1nc(C(=O)OCC(=O)c2c(N)n(C)c(=O)n(C)c2=O)c2ccccc2c1=O	14	37	17	1	0	10	14	7	25	7	21
O=C(N/C=C/c1ccco1)Nc1cccc(Cl)c1	.	11	7	-4	15	4	-1	-1	-18	.	5
CC(C)=CCC[C@H](C)C[C@@H]1CC2=C(C(=O)OC(C)(C)O2)[C@H](c2ccc(Cl)cc2)O1	.	10	4	.	3	3	10	3	21	.	16
S=C(NCCCc1ccccc1)NCc1ccccc1	-8	-4	-1	1	-35	-3	-18	-10	-7	-1	21

Taken from above for reference:
SMILES	LMP1 NFkB inh	TROY signal inh	COUP-TFII inh	Vif imaging	LRH-1 inv ag	SRC3 inh	TRAIL sens C8	NOD2 RIPK2 PPI	NCOA1 inh	TLR9-MyD88 block	NCOA2 inhibitor
CC(C)=CCC[C@H](C)C[C@@H]1CC2=C(C(=O)OC(C)(C)O2)[C@H](c2ccc(Cl)cc2)O1	.	10	4	.	3	3	10	3	21	.	16
S=C(NCCCc1ccccc1)NCc1ccccc1	-8	-4	-1	1	-35	-3	-18	-10	-7	-1	21

(more compounds)
SMILES	LMP1 NFkB inh	TROY signal inh	COUP-TFII inh	Vif imaging	LRH-1 inv ag	SRC3 inh	TRAIL sens C8	NOD2 RIPK2 PPI	NCOA1 inh	TLR9-MyD88 block	NCOA2 inhibitor
CC(O)c1cccc(NC(=O)C2CCCCC2)c1 (stereo not drawn)	-14	-1	13	11	1	-4	1	-1	-17	-3	-29
Cc1nn(Cc2noc(C(=O)NCc3ccccn3)n2)c(C)c1Br	-12	13	9	-5	-1	16	4	7	16	-7	0
CCOC(=O)c1nc(C)sc1-c1ccnn1S(=O)(=O)c1ccccc1C(F)(F)F	-4	-16	8	-3	0	1	-4	-5	14	.	6
CCCCC[C@@H](C)N1C[C@H](COCc2ccccc2)Oc2cc(N3CC[C@@H](O)C3)ccc2S1(=O)=O	.	7	-3	.	0	.	23	-3	.	.	1
CN(C(=O)c1ccccc1)c1nc2ccccc2s1	-43	16	-24	-19	-145	-60	72*	-3	-89	-7	-4
CC1CCN(S(=O)(=O)c2ccc3c(c2)N(CC(=O)NCCCN2CCCCC2C)C(=O)CS3)CC1 (stereo not drawn)	-3	-8	-8	-11	-5	6	7	5	-7	8	8
CCOC(=O)C1C(c2ccccc2)N(C)OC1(O)C(F)(F)F (stereo not drawn)	-13	8	26	-2	-4	16	-3	1	-6	2	5
O=C(N/N=C/c1ccc(N2CCOCC2)o1)c1ccccc1[N+](=O)[O-]	-2	21	1	0	-8	-2	-18	-6	-3	-7	5
Cc1ccc(OCc2ccc(C(=O)O)o2)cc1C	-9	-72	-27	9	-131	-82	-11	7	-91	1	-32
C=C1CCN([C@H](C(=O)NCc2ccco2)C(C)C)S(=O)(=O)c2ccccc21	1	-18	2	2	-10	1	-7	5	-15	-12	-11
COc1ccc(C(=O)COC(=O)CN2CC(=O)Oc3ccccc32)cc1Br	-1	-1	16	7	-3	2	-7	-3	-9	8	5
N#Cc1ccccc1NC(=O)CN1C(=O)NC2(CCCC2)C1=O	-18	-3	-21	10	17	-22	-7	-13	-13	1	10
Cc1ccc(N(C(=O)c2csnn2)C(C(=O)NC2CCCCC2)c2ccncc2)c(C)c1 (stereo not drawn)	2	-4	5	0	-7	4	12	-2	-14	-4	-11
Cc1cc([N+](=O)[O-])nn1CC(=O)Nc1ccc(Cc2ccncc2)cc1	4	-21	20	?	-3	8	0	2	14	-4	15
Cc1cccc(OCC(=O)NCCNC(=O)c2ccncc2)c1	1	3	15	3	-9	1	-3	-12	16	-1	-11
CC(C)=CCC/C(C)=C/CNC(=O)C[C@H]1C[C@H](C(=O)N(C(C)C)C(C)C)[C@@]2(C)c3[nH]c4cc(CCC(=O)N(C)C)ccc4c3CCN2C1=O	-7	5	29	-9	-11	3	24	8	-3	-8	13
CCn1cc(C(=O)N2CCN(c3ccccn3)CC2)c(=O)c2cc(S(=O)(=O)N3CCC(C)CC3)ccc21	-12	11	-6	4	-3	-7	-5	0	-7	1	-18
Cc1ccc(C(=O)c2c[nH]c3c(F)cc(F)cc3c2=O)cc1	7	-9	-14	-3	-20	4	-3	13	2	-4	-25
Cc1ccc(OCc2nnc(SCC(=O)N3CCc4ccccc43)n2C)cc1	-7	-1	1	.	21	-21	-8	-10	5	-2	-9
COCCCNC(=O)C[C@@H]1C[C@@]2(C(=O)OC)CCCCC=C2N(CCc2ccc(OC)c(OC)c2)C1=O	.	.	-3	.	19	.	-5	-22	.	.	-8
CCOc1cc(C2C(C(=O)c3ccco3)=C(O)C(=O)N2Cc2ccccc2)ccc1O (stereo not drawn)	4	-9	10	-9	8	-7	-16	-2	20	-1	0
CCOC(=O)c1cc(-c2ccccc2)n(CC(=O)Nc2ccc(OC)cc2)c1C	-7	-16	12	-3	-8	12	-11	-17	-9	1	3
Cc1ccc(OCC(=O)NN2C(=O)c3ccccc3C2=O)cc1	3	6	-18	.	-12	-10	26	-3	3	10	10
Cc1ccc(-c2nc3c(c(=O)[nH]c(=O)n3Cc3ccccc3)n2Cc2ccccc2)o1	-19	7	-7	1	-8	15	-9	12	11	-1	2
COc1cccc(CNC(=O)COC(=O)c2ccc(C(=O)c3ccccc3)cc2)c1	5	6	-13	14	22	-24	-31	0	-12	-5	-27
CCC(C)(C)NC(=O)C(c1ccc(OC)cc1)N(C(=O)CCC(=O)Nc1cc(C)on1)c1cccc(F)c1 (stereo not drawn)	10	-29	-1	-7	10	-3	-6	-23	4	5	-3
CCOC(=O)c1sc(C)c(C(=O)NCCCN2CCOCC2)c1N	-2	9	-13	.	1	17	4	-9	21	7	-29
CC(C)C1C(c2ccccc2)NC(c2ccccc2)CC1(O)c1ccc(F)cc1 (stereo not drawn)	6	-16	-8	0	14	10	6	10	-14	-3	-7
O=C(c1cn(-c2ccccc2)nc1-c1ccncc1)N1CCCCC1	6	-15	-1	-6	10	6	-9	-3	5	1	-9
CCOC(=O)Cn1c(=N)n(CCOc2cccc(C)c2)c2ccccc21	1	-14	-11	7	-2	-27	-14	-5	-16	-4	2
CCOc1ccc(NC(=O)C(=O)NCC2CCCN2CC)cc1 (stereo not drawn)	-4	12	12	1	26	22	0	-4	-4	-14	-20
CCOc1ccc(-c2nnc(N)o2)cc1	-9	-20	-9	.	-5	-21	7	-9	-34	9	-33
COc1ccc(O)c(C(=O)c2cnc3c(c2)c(C)nn3CCO)c1	-6	-34	-15	-3	-11	-8	-2	-13	-10	-1	-10
CC1Cc2ccccc2N1C(=O)CSc1nc(-c2ccccc2)cs1 (stereo not drawn)	2	-31	11	-5	13	-11	1	-9	-85	-1	-5
CC(C)(C)c1ccc(C(=O)Nc2ccc(O)c3c(=O)cc(-c4ccccc4Cl)oc23)cc1	-6	2	3	.	-11	-10	14	-11	-1	2	1
CCC(=O)N1CCCC1(C)C(=O)Nc1ccc2scnc2c1 (stereo not drawn)	.	-9	-13	4	2	-7	-22	-3	-6	.	14
CCn1c(=O)oc2cc(NC(=O)CCl)ccc21	-32	13	-28	-6	55	-23	5	5	-48	-3	0
CCOC(=O)c1c(NC(=O)C2CC=CCC2C(=O)O)sc(C)c1CC (stereo not drawn)	0	0	1	4	4	17	-2	1	-12	-2	-40
CC(=O)N(c1nnc(-c2ccc(C)cc2)s1)C1CCCC1	1	-24	-38	-2	-18	-16	6	-3	-42	3	-21
COc1cccc(NC(=S)NNC(=O)c2ccccc2OC(F)F)c1	-4	-27	-3	.	-19	6	-6	5	8	-4	-8
COc1ccc(C2C(C#N)=C(N)Oc3cc(C)[nH]c(=O)c32)cc1OC (stereo not drawn)	1	-1	-19	-2	16	17	1	0	9	0	-9
CC/C(=N/Nc1ccc(Cl)cc1)c1cnnc(SC)n1	1	7	7	-6	-8	20	-8	0	-8	-1	-36
COC(=O)CCCC1=CC2=C(c3ccccc3)C(=O)C(C)(OC(=O)C3CCCC3)C(=O)C2=CN1CCc1c[nH]c2ccccc12 (stereo not drawn)	3	-3	-1	-3	1	6	7	6	-7	7	-4
Cc1cccc(-n2cnc(C(=O)NNC(=S)Nc3ccccc3)c2)n1	15	10	-22	0	-12	1	-3	-8	5	4	-12
COc1ccccc1C(=O)NC(=O)COC(=O)c1nc2nc(C)cc(C)n2n1	-1	15	-11	4	7	4	-9	-2	4	3	-47
CC(=O)C1C(C)CC2C3CCC4CC(=O)CCC4(C)C3CCC21C (stereo not drawn)	-25	14	3	-3	6	-8	4	-3	2	11	-17
CCn1cnc2cc(NCc3nc4ccccc4n3Cc3ccccc3)ccc21	-11	80*	26	.	-14	16	12	1	-28	0	-12
CC(=O)N1CCN(c2ccc(NC(=O)c3ccc(Cl)c([N+](=O)[O-])c3)cc2)CC1	11	-6	-11	5	5	-7	-3	-9	11	-7	2
S=c1[nH]nc(-c2cc(-c3ccccc3)n[nH]2)n1/N=C/c1ccc(Cl)cc1	8	-21	-3	-4	-16	-2	-8	-1	-5	2	-15
O=C(NCCCn1ccnc1)/C(=C/c1ccco1)NC(=O)c1cccs1	-2	0	16	0	-17	15	-4	0	-42	-2	-19
Cc1nc(C(F)(F)F)ccc1C(=O)Nc1ccccc1F	3	3	15	9	-4	4	2	1	2	8	-10
O=S1(=O)N[C@@H](Cc2ccccc2)COc2cc(N3CCC[C@@H]3CO)ccc21	.	17	14	.	-1	.	-1	-6	.	.	-11
CCOCCCNCC(=O)NCC1CCCCC1	10	-27	13	4	-11	9	-3	-7	16	-3	18
CC(=O)O[C@]1(C(C)=O)CCC2C3CCC4=C/C(=N/OCC(=O)O)CC[C@]4(C)C3CC[C@@]21C (stereo partly drawn)	7	1	-14	-12	1	-18	0	-1	-6	0	-27
O=S(=O)(Nc1cccc(-c2cn3cccnc3n2)c1)c1ccccc1	-10	-26	-16	5	16	9	-10	1	-9	0	-34
S=C(NCc1cccs1)Nc1cccc(Cl)c1Cl	8	-37	10	-5	-4	7	13	2	8	2	1

Compound activity (PubChem BioAssay)
